zVAD death inh = blocks zVAD induced death of L929 cells | L929 zVAD necroptosis rescue, ATP luminescence, 24 h; with zVAD 60 µM | viability rescue, % at 10 µM | actives 0.38% (n = 220,000);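 active means activation, scaled between plate controls, above about 75%, limit read from the data; inactive means activation under that limit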;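 further: 0% = zVAD with DMSO and 100% = DMSO alone without zVAD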
TNF death inh = TNF-alpha cell death inhibition in Jurkat FADD-/- cells; Jurkat FADD-/- TNF necroptosis rescue, ATP luminescence, 24 h; 0 = TNF only, 100 = no-TNF cells; activation (protection from cell death), % at 10 µM; actives 0.068% (n = 220,000);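 active means activation, meaning protection from cell death, of at least 50% relative to plate controls; inactive means activation below 50%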;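 further: necroptosis triggered by 40 ng/mL TNF-alpha added together with compound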
EP2 antag = inhibitors of human EP2 prostaglandin E2 receptor; C6 glioma cells expressing human EP2, cAMP TR-FRET; cells stimulated with saturating PGE2; inhibition, % at 25 µM; actives 0.52% (n = 260,000);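 active means percent inhibition above 40 after rounding to a whole number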;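 further: rat C6 glioma host cells with rolipram phosphodiesterase inhibitor present; the protocol text gives 20 µM as final concentration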
Target sequence (P43116 whole entry, looked up): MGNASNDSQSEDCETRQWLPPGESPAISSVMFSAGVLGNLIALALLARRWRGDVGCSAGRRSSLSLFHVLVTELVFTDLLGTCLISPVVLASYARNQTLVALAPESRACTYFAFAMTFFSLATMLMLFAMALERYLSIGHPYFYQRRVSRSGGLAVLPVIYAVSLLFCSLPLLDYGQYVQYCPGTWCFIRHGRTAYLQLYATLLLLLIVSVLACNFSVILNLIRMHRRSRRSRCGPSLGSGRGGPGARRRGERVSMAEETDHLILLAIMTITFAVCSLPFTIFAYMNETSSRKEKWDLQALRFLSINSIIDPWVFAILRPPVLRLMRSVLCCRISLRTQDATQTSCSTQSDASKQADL
PPC-1+TRAIL kill = compounds killing PPC-1 cancer cells with TRAIL present (potentiator screen, no TRAIL-free arm). actives 0.41% (n = 220,000). cell killing (% activity), % at 4 µM. PPC-1 cells + TRAIL, ATPLite viability luminescence;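 active means cell killing above 50% in the first pass at 4 µM, then a duplicate retest at 5 µM averaging 50% or more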;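 further: plate controls were cells with TRAIL plus DMSO for no effect and medium-only wells lacking cells for full effect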
FXIa inh = blocks human coagulation factor XIa protease activity | P03951 | inhibition, % at 5 µM | purified FXIa, Boc-Glu-Ala-Arg-AMC fluorogenic substrate | actives 0.14% (n = 220,000);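 active means inhibition of at least 40%; inactive means inhibition below 40%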;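 further: fluorescence of freed AMC excited at 355 nm; 0% = enzyme without compound and 100% = no enzyme blank; many of its hits are not listed in these tables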
Wee1 stabilizer = human Wee1 degradation inhibition, primary screen; AID 1321; reporter increase, % at 5 µM; HeLa Luc-Wee1K328M stability, luciferase luminescence; 100% = proteasome inhibitor MG132 effect; P30291; actives 1.2% (n = 220,000);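 active means activation above the mean of all tested compounds plus 3 SD, set per screening run, cut at about 8.8% in these data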;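 further: cells exposed to compound for 20 h before luminescence read; 0% = DMSO alone and 100% = MG132 at 30 µM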
CHOP inhibitor = inhibitors of CHOP induction in ER stress response. CHO-K1 CHOP-promoter luciferase, tunicamycin-induced, 15-18 h. inhibition, % at 10 µM. actives 3.8% (n = 220,000);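 active means compounds that reduced the stress-induced luciferase reporter signal by more than about 70% of percent inhibition, limit read from the data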;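 further: 0% = tunicamycin plus vehicle and 100% = wells without tunicamycin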
Tb hexokinase = blocks Trypanosoma brucei hexokinase 1 activity. recombinant TbHK1, G6PDH-coupled NADH A340. inhibition, % at 10 µM. actives 0.11% (n = 220,000). AID 1430;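 active means inhibition of 50% or more in the single-dose primary screen; inactive means inhibition below 50%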
FXIIa inh 1536 = blocks human coagulation factor XIIa protease activity | P00748 | purified FXIIa, Boc-QGR-AMC fluorogenic substrate, 2 h | inhibition, % at 5 µM | actives 0.3% (n = 220,000); in the data active means inhibition above about 40%;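 further: 0% = enzyme with no compound and 100% = blank without enzyme; many of its hits are not listed in these tables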
Target sequence (P00748 20-372 limits assumed): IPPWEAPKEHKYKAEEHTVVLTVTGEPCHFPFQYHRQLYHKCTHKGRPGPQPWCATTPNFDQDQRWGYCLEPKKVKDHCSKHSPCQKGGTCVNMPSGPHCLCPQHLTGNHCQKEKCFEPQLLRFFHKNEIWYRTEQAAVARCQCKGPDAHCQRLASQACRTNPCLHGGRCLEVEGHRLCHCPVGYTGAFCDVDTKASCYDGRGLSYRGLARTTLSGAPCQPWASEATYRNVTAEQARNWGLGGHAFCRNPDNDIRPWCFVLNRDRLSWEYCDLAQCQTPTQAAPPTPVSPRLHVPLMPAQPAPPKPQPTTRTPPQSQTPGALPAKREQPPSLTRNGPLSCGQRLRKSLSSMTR
Target sequence (P00748 373-615 limits assumed): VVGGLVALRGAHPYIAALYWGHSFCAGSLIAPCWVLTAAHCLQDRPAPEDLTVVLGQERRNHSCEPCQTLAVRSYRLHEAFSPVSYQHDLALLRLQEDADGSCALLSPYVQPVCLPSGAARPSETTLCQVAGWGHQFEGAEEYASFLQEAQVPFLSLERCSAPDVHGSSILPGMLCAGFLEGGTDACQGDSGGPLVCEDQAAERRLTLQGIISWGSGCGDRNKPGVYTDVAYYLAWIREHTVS
Starred values were filed as active, the others as inactive; x = not tested or not shown; & = joins results of further samples; [ ] = dose if it differs, or a comment.

SMILES	zVAD death inh	TNF death inh	EP2 antag	PPC-1+TRAIL kill	FXIa inh	Wee1 stabilizer	CHOP inhibitor	Tb hexokinase	FXIIa inh 1536
CC(C)(C)c1nn(-c2ccccc2)c2[nH]c(=O)c(CNCc3ccc4c(c3)OCO4)cc12	-0.3	-3.0	24	-15	5	-4	94*	3	9
Clc1ccc(NC2=NCCCCC2)cc1	0.2	2.0	14	-2	-8	-1	1	4	-8
Fc1cc2[nH]c(=S)[nH]c2cc1Cl	0.6	0.9	13	10	5	1	-5	1	7
CCOC(=O)N1CCN(C(=O)c2cc(C)c3c(C)nn(-c4ccccc4)c3n2)CC1	-0.4	-2.0	5	0	-7	-1	56	-2	3
O=C(COc1ccccc1)NCC(=O)NC1CCCCC1	2.2	0.6	5	0	-1	-4	14	1	7
CCOC(=O)COc1ccc2c(c1)c(C(=O)OCC)c(C)n2CC	-0.3	-0.3	3	18	-1	0	25	4	12
O=c1c2ccccc2c(C=Nc2cccc(O)c2)c(O)n1-c1ccc2c(c1)OCO2	-0.1	-16	24	6	5	-3	107*	-3	15
Clc1ccc(C2Nc3ccccc3-n3cccc32)cc1 (stereo unspecified)	4.1	0.0	7	4	15	0	59	-4	14
C(=N\n1cnnc1)/c1ccc(OC2CSC2)cc1	0.9	-1.5	7	4	0	0	-2	-3	7
O=C(Nc1ccccc1C(F)(F)F)c1cc(S(=O)(=O)N2CCC3(CC2)OCCO3)ccc1F	0.3	0.8	4	12	-1	-1	22	5	9
CCCCN(C(=O)NC(=O)Nc1cccc(C)c1C)S(C)(=O)=O	2.5	0.6	21	-2	-4	-1	81*	10	12
CCN(C(=O)COC(=O)c1cc(-c2ccccc2)nc2c1c(C)nn2-c1ccccc1)C1CCS(=O)(=O)C1 (stereo unspecified)	2.0	3.7	10	27	11	-1	20	-5	7
NS(=O)(=O)c1ccc(CCNC(=O)COC(=O)/C=C/c2ccc(Cl)cc2)cc1	3.0	2.4	6	-13	-4	1	7	2	4
FC(F)(F)c1cccc(-n2cccc2/C=N/n2cnnc2)c1	0.1	-0.6	10	10	0	-1	-3	-29	13
Cc1ccc(S(=O)(=O)N2CCN(c3ccc([N+](=O)[O-])cn3)CC2)cc1	0.6	3.3	16	7	-2	1	19	-22	3
COc1cccc(-n2c(SCc3c(C)noc3C)nnc2-c2cccc(S(=O)(=O)N(C)C)c2)c1	-0.2	-1.8	7	8	-5	-2	19	-6	8
COc1ccc(CNC(=O)CN2C(=O)C3CCCN3c3ncc(Cl)cc32)cc1 (stereo unspecified)	0.4	-0.6	15	16	-1	-2	37	0	-7
COCCNC(C)C(=O)C12CC3CC(CC(C3)C1)C2 (stereo unspecified)	0.3	1.9	15	0	7	-2	-11	-6	21
O=C(CCC(=O)N1CCCC1)Nc1ccc([N+](=O)[O-])cc1	0.7	0.1	8	9	2	-2	16	-19	3
CN(C)CC(O)CN1C(=O)NC(C)(C)C1=O (stereo unspecified)	5.9	0.2	12	x	-5	-2	19	3	0
C=CS(=O)c1sc(Cl)c(N2CCOCC2)c1[N+](=O)[O-] (stereo unspecified)	6.0	-15	116*	10	-2	-1	106*	-3	2
Cc1c(-n2c(SCC(=O)NC(C)C)nc3ccccc3c2=O)c(=O)n(-c2ccccc2)n1C	2.5	0.5	9	-4	-8	0	-3	-2	1
Cc1ccc2c(c1)C(=O)CCN2	0.1	-0.5	2	8	1	1	27	9	12
CC(C)NC(=O)CSc1nc2ccccc2n1CC(=O)N(C(C)C)C(C)C	0.9	0.4	2&9	-2	0	-2	3	1	3
N#CCN1CCC(c2cc(-c3ccco3)n[nH]2)CC1	3.0	1.5	10	2	-5	1	-7	-6	2
O=C(NCc1cccnc1)c1cc(-c2ccccc2)on1	0.2	-6.6	15	19	2	2	-6	2	19
COc1ccc(N2CCN(CC(O)COCCOc3ccc(Br)cc3)CC2)cc1 (stereo unspecified)	0.1	-0.1	13	47	-2	3	26	1	7
O=C(C1CCCN(S(=O)(=O)c2cccc3nsnc23)C1)N1CCc2ccccc2C1 (stereo unspecified)	-0.3	-3.9	x	24	-11	0	28	2	1
COc1ccc2c(C)cc3n[nH]c(=S)n3c2c1	-0.7	-2.1	35	5	1	-1	23	-7	7
CCOC(=O)C1=C(c2ccccc2)Nc2ncnn2C1c1ccc(C(=O)O)cc1 (stereo unspecified)	-0.5	2.1	6	8	-10	4	0	-15	1
CCOc1ccc(NC(=O)N2CCC(NC(=O)c3ccco3)CC2)cc1	0.5	-0.9	12&10	16	5	-3	-4	17	15
COC(=O)c1sccc1NC(=O)c1c(C)cc(=O)oc1C	1.6	0.4	-7	13	-9	-1	-2	5	-7
C=CCNC(=O)COc1ccc(Oc2ccccc2)cc1	2.2	-2.9	3	20	-4	6	-4	-1	1
CCC1Oc2ccc(C)cc2N(CC(=O)NCCc2ccc(OC)c(OC)c2)C1=O (stereo unspecified)	-0.1	-0.9	9	x	x	-1	x	-5	x
C[C@H](NC(=O)c1ccco1)C(=O)Nc1ccc2c(c1)OCO2	0.2	0.1	3	10	3	2	13	0	5
CCOC(=O)c1c(O)c2ccccc2n(CC)c1=O	3.0	-0.8	8	9	-12	-3	7	2	10
COc1ccc(S(=O)(=O)N(C)CC(=O)NCc2cccnc2)cc1C	-0.2	-2.1	10	-17	2	-1	48	-1	-1
O=C(c1ccc(Cl)cc1)c1cnc(-c2ccc(Cl)cc2)s1	0.4	-8.6	3	12	4	-1	46	-14	17
CC(c1ccccc1)N1C(=O)c2ccccc2C1(O)Cc1ccccc1 (stereo unspecified)	-1.0	-0.6	1	-13	1	0	4	5	8
Cc1cc(C)cc(NC(=O)C(Sc2nnc(C)c(=O)[nH]2)c2ccccc2)c1 (stereo unspecified)	2.9	3.1	2	14	8	-1	-2	-8	9
CCOC(=O)N1CCN(C(=O)CSCC(=O)Nc2nc(-c3ccc(C)cc3)cs2)CC1	1.3	-6.9	7	12	2	1	60	-8	10
COc1cc([N+](=O)[O-])cc2sc(NC(C)=O)nc12	0.2	-0.6	2	16	60*	9	-1	-23	27
CCOC12CC(C)(C)CC(C)(CC3=C1C(=O)CC(C)(C)C3)C2 (stereo unspecified)	0.1	0.6	11	14	9	-1	5	28	12
Oc1c(Br)cc(Cl)cc1C=Nc1ccc(N2CCOCC2)cc1	-0.2	-0.9	12	15	1	-4	18	5	10
CCOc1ccc(NC(=O)C2CC(=O)N(C(C)C)C2)cc1 (stereo unspecified)	0.1	0.6	x	17	-3	0	13	1	-4
O=C(Nc1cccnc1)c1cccc(-c2cc3ccccc3oc2=O)c1	1.1	0.0	6	7	-7	0	58	-14	-4
NC(=O)CSc1nnc(-c2cc(-c3cccs3)nc3ccccc23)o1	-0.1	-0.7	20	17	-4	-2	30	-11	4
Fc1ccccc1Nc1nc(NCc2ccco2)nc(N2CCOCC2)n1	4.0	2.2	8&5	1	4	-2	-5	6	5
CCCCC(=O)NCCNc1nc2c(c(=O)n(C)c(=O)n2C)n1Cc1ccc(F)cc1	0.1	-1.4	9	12	0	3	24	-3	10
Cc1ccc(OCc2nnc(SCC(=O)O)n2N)cc1	0.0	-0.8	5	15	30	-1	17	0	45*
NC(=O)c1cc2cc(Cl)ccc2oc1=O	0.3	0.0	7&9	-11	-2	1	40	-14	14
Cc1ccc(NC(=O)c2ccc(CSc3nnnn3C)cc2)cc1	0.1	-1.5	-3	39	-18	4	10	4	20
CC1CCN(c2ccccc2NC(=S)NC(=O)c2ccco2)CC1	-0.3	-4.8	2	x	x	2	x	1	x
O=C(c1cn(-c2ccccc2)nc1-c1cc2ccccc2oc1=O)N1CCOCC1	0.8	1.1	4	28	-12	3	-4	-20	1
Cc1ccc(C(=O)CSc2nnc(C(C)C)n2C)cc1C	2.9	-0.1	7	x	1	-3	-7	-5	11
CCC(CC)NC(=O)c1cccc(Br)c1	-0.7	-0.1	8	11	-1	-1	10	-3	6
Cc1ccc(C(=O)OCC(=O)c2cc(C)n(CC3CCCO3)c2C)cc1 (stereo unspecified)	11	1.4	10	17	-6	3	2	-12	x
N#CCCN(C(=O)CSc1nc(-c2ccccc2)cn1N)c1ccc(F)cc1	0.5	1.4	29	-2	-1	-1	9	-3	7
COc1ccc(NC(=O)CCSc2ccc3ccccc3n2)cc1	0.3	0.6	8	5	6	-1	-5	19	11
Cc1oc(C(N)=O)nc1-c1ccccc1	-0.1	-0.5	16	7	1	0	2	3	8

More entries
SMILES	zVAD death inh	TNF death inh	EP2 antag	PPC-1+TRAIL kill	FXIa inh	Wee1 stabilizer	CHOP inhibitor	Tb hexokinase	FXIIa inh 1536
CCn1c(C2CC(=O)N(c3cc(C)cc(C)c3)C2)nc2ccccc21 (stereo unspecified)	2.9	3.0	10	17	-8	1	75*	1	13
COc1cccc(N2CCN(C3CCCC(C)C3)CC2)c1 (stereo unspecified)	-0.7	-1.5	3	-1	5	6	7	-10	15
Cc1nc(C)c(N)c(=O)[nH]1	1.3	0.3	5	7	-5	-2	23	-4	1
Cc1ccc2c(c1)[C@@H](O)C[C@@H](C)N2N=O	0.2	0.8	7	-14	-11	1	8	-10	-3
COc1ccc(NC(=O)COc2ccccc2)c(OC)c1	36	-0.7	11	10	2	1	-1	2	11
CCOC(=O)c1sc(NC(=O)CSc2nc(-c3ccco3)cc(C(F)(F)F)n2)c(C(=O)OC(C)C)c1C	0.2	0.2	x	x	x	0	x	-5	x
Cc1ccc(C#CC(C)(O)C(C)(C)C)cn1 (stereo unspecified)	1.6	1.1	11	-18	0	-1	9	0	7
O=C(COC(=O)c1cccc(S(=O)(=O)N2CCOCC2)c1)Nc1nc(-c2ccccc2Cl)cs1	0.4	-1.7	22	12	7	4	19	-11	16
O=C(NCc1ccco1)C(c1ccccc1)N(C(=O)Cc1cccs1)c1ccccc1F (stereo unspecified)	1.0	-1.0	7	21	3	1	18	6	16
CCOC(=O)c1ccccc1NC(=O)/C=C/C(=O)O	0.7	1.7	17	-2	0	-2	19	38	2
O=C(NC1=NCCS1)c1cc(-c2ccc(-c3ccccc3)cc2)nc2ccccc12	1.2	4.3	6	45	1	2	-4	-18	8
CCOC(=O)n1c(=O)oc2ccc(Cl)cc21	-1.3	1.5	8	3	9	-1	9	0	14
C/C(=N\NC(=O)c1ccc2c(c1)OCCO2)c1ccccc1	1.0	-6.3	8	65*[5 µM]	0	-1	46	-7	4
Cc1c(NC2(c3nnnn3-c3ccc(Br)cc3)CCCCC2)c(=O)n(-c2ccccc2)n1C	0.0	-0.9	12	-3	7	-1	16	8	9
Cc1cc(C(=O)COC(=O)C2=NN(c3ccccc3)C(=O)CC2)c(C)n1CC(F)(F)F	1.9	2.1	6	15	0	0	17	-1	6
O=C(Cn1nnc2ccccc2c1=O)N1CCCc2ccccc21	-0.4	0.3	8&5	5	-8	-2	-8	-1	-12
Cc1ccc(S(=O)(=O)N2CCCC2C(=O)OCc2nc3sc(C)c(C)c3c(=O)[nH]2)cc1 (stereo unspecified)	1.2	0.7	14	15	8	0	8	-7	14

A portion from the list above, for reference:
SMILES	zVAD death inh	TNF death inh	EP2 antag	PPC-1+TRAIL kill	FXIa inh	Wee1 stabilizer	CHOP inhibitor	Tb hexokinase	FXIIa inh 1536
CCn1c(C2CC(=O)N(c3cc(C)cc(C)c3)C2)nc2ccccc21 (stereo unspecified)	2.9	3.0	10	17	-8	1	75*	1	13
COc1cccc(N2CCN(C3CCCC(C)C3)CC2)c1 (stereo unspecified)	-0.7	-1.5	3	-1	5	6	7	-10	15

Sorted by the number under Wee1 stabilizer (highest first): some entries from above
| SMILES | Wee1 stabilizer |
| --- | --- |
| O=C(NC1=NCCS1)c1cc(-c2ccc(-c3ccccc3)cc2)nc2ccccc12 | 2 |
| Cc1cc(C(=O)COC(=O)C2=NN(c3ccccc3)C(=O)CC2)c(C)n1CC(F)(F)F | 0 |
| CCOC(=O)n1c(=O)oc2ccc(Cl)cc21 | -1 |

A portion of the library (hit frequency here may not be typical).
